Dengue-2 NS5 capping: Dengue-2 NS5 methyltransferase inhibitors, primary screen, biochemical, confirmation dose response (AID 588689); one-dose inhibition, % at 25 µM; IC50 in µM for titrated hits; Dengue-2 NS5 methyltransferase capping enzyme assay, biochemical; higher % means a stronger effect; 0.3% of 340,000 active; in the data active means a potency from the dose series; inconclusive means inhibition above about 29% without an active follow-up result
NTR1 ag: agonists of NTR1, primary screen, imaging, U2OS cells, beta-arrestin-GFP, high content (AID 493036). P30989. NTR1-U2OS beta-arrestin-GFP spot imaging, agonist mode. activation, % at 20 µM. 0.17% of 330,000 active;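 active means activation at or above 40% of the spot to cytoplasm intensity ratio, with at least 20 cells analyzed; inconclusive means wells under 20 cells, flagged as cytotoxic or low count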;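 further: 0% = DMSO without peptide and 100% = 100 nM NTR1 peptide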
Target sequence (P30989 whole entry, looked up): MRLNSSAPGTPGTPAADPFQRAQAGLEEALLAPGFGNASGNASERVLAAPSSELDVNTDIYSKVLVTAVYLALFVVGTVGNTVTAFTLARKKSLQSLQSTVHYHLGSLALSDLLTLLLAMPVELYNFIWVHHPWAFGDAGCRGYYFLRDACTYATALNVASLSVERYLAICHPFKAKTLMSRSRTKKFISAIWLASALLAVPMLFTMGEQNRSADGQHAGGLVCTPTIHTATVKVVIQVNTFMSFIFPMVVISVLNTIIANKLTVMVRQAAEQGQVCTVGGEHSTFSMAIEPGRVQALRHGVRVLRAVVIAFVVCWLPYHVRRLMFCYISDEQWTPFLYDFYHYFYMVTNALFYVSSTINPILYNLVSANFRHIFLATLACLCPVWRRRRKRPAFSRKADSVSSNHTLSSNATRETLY
K1F lysis inhibition: inhibition of K1F phage lysis, E. coli UTI89, bacterial capsule biogenesis inhibitors, alamar blue (AID 488966); E. coli UTI89 K1F phage lysis, alamar blue, 2 h; higher % means a stronger effect; inhibition, % at 100 µM, or IC50 in µM where a hit was titrated; 0.02% of 340,000 active;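 active means phage lysis inhibition, versus mean bacterial control, above a set limit; inconclusive means no clear call, values can overlap the other calls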;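 further: capsule biogenesis inhibitors block K1F phage lysis so surviving cells raise fluorescence; higher fluorescence means more inhibition of phage lysis; actives were called in the ten point dose series up to 300 µM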
NTR1 ag cell count 20 µM: also measured in NTR1 ag; calls as there; cell count; measured here: cell count, cytotoxicity flag
Dengue-2 NS5 capping pilot replicate: second read-out of Dengue-2 NS5 capping, no call of its own (marks repeat the call); inhibition, %; measured here: pilot screen replicate inhibition
Starred values were filed as active, the others as inactive; ? = inconclusive; [ ] = remark or other dose. The list is partial; rates above refer to the full screens.

SMILES	Dengue-2 NS5 capping	NTR1 ag	NTR1 ag cell count 20 µM	K1F lysis inhibition	others
Cc1c(NC(=O)c2nn(C)c(=O)c3ccccc23)c(=O)n(-c2ccccc2)n1C	-6%	-1.8	83	-0.2%
CN(C)S(=O)(=O)c1ccc(N2CCCC2)c(C(=O)OCC(=O)N2CCN(c3ccccc3)CC2)c1	-7%	2.7	61	-0.3%[50 µM]
COc1ccc(N2CCN(C(=O)COC(=O)CNC(=O)c3cccc(OC(F)F)c3)CC2)cc1	0%	4.8	41	0.2%[50 µM]
CCCCn1c(N)c(N(CCC(C)C)C(=O)C2CC(=O)N(Cc3ccc(C)cc3)C2)c(=O)[nH]c1=O (configuration not stated)	-7%	-0.1	54	0.3%[50 µM]
O=C(NC(Cc1ccccc1)C(=O)N1CCCC(C(F)(F)F)C1)c1ccccc1 (configuration not stated)	-4%	-1.2	70	0.7%[50 µM]
O=c1c2ccccc2nc2n1CCc1c-2[nH]c2ccccc12	6%	1.1	48	2.1%
CC(C)CN(C(=O)Cn1ccccc1=O)C1CCS(=O)(=O)C1 (configuration not stated)	-4%	0.0	73	1.2%[50 µM]
CCC1(CC)NC(=O)N(CC(=O)Nc2cccc3ccccc23)C1=O	-3%	-4.2	5	0.8%[50 µM]
Cc1cc(NC(=O)CSCC(=O)OC(C)C(=O)c2cc(C)c(C)cc2C)no1 (configuration not stated)	-3%	-0.3	73	0.9%[50 µM]
O=C(COC(=O)c1ccc(O)cc1O)NC(=O)NCc1ccccc1	-7%	0.9	61	0.9%[50 µM]
COc1ccc(C(=O)NCC(=O)NCc2ccncc2)cc1	9%	-0.2	66	1.4%
Cc1cc(C)c(N)cc1C	1%	-0.4	58	-0.8%
Cc1nc(CN2CCN(S(=O)(=O)c3c(Cl)cc(Br)cc3Cl)CC2)cs1	-4%	-0.5	56	0.7%[50 µM]
COc1ccc(C(=O)OC(C)C(=O)NCC2CCCCC2)cc1S(=O)(=O)N1CCOCC1 (configuration not stated)	7%	-0.6	83	0.6%[50 µM]
COC(=O)[C@H](Cc1ccc(O)cc1)NC(=O)Cn1cnc2c(NCc3ccccc3)ncnc21	-2%	-0.7	61	0.3%	Dengue-2 NS5 capping pilot replicate=-5.8
Cc1ccc(CNC(=O)c2ccc(N3CCC4(CC3)CC(c3ccccc3)=NO4)c(NC(=O)c3cccc(C)c3)c2)cc1	-8%	-0.2	87	-1.5%
O=C(Nc1ccc(F)c(F)c1)c1ccc(-n2cncn2)c([N+](=O)[O-])c1	-3%	-0.5	59	-0.1%[50 µM]
Cc1noc(C)c1CSCC(=O)Nc1ccc(S(C)(=O)=O)cc1	-4%	1.3	75	1.6%[50 µM]
N#CCCN(C(=S)NC(=O)C1CCCCC1)c1ccccc1F	-1%	0.3	90	-1.6%
O=C(c1ccc(N2CCCC2)c([N+](=O)[O-])c1)N1CCN(S(=O)(=O)c2ccc(Cl)cc2)CC1	-5%	0.0	44	0.0%[50 µM]

4 consecutive compounds from above, for reference:
SMILES	Dengue-2 NS5 capping	NTR1 ag	NTR1 ag cell count 20 µM	K1F lysis inhibition	others
O=C(Nc1ccc(F)c(F)c1)c1ccc(-n2cncn2)c([N+](=O)[O-])c1	-3%	-0.5	59	-0.1%[50 µM]
Cc1noc(C)c1CSCC(=O)Nc1ccc(S(C)(=O)=O)cc1	-4%	1.3	75	1.6%[50 µM]
N#CCCN(C(=S)NC(=O)C1CCCCC1)c1ccccc1F	-1%	0.3	90	-1.6%
O=C(c1ccc(N2CCCC2)c([N+](=O)[O-])c1)N1CCN(S(=O)(=O)c2ccc(Cl)cc2)CC1	-5%	0.0	44	0.0%[50 µM]

Remaining list, next part
SMILES	Dengue-2 NS5 capping	NTR1 ag	NTR1 ag cell count 20 µM	K1F lysis inhibition	others
O=C(OCc1nc2ccsc2c(=O)[nH]1)c1cc(Br)c(Br)s1	-1%	0.5	50	0.3%[50 µM]
O=C(COC(=O)c1cc(Br)ccc1O)Nc1ccc2c(c1)OCCO2	-3%	0.9	68	0.8%[50 µM]
C[C@H](CO)N1C[C@H](C)[C@@H](CN(C)Cc2ccncc2)Oc2c(NS(=O)(=O)c3cccs3)cccc2C1=O	1%	1.4	52	1.5%
COc1ccc([C@H]2CC(=O)C=C(/C=C/c3ccc(C(F)(F)F)cc3)C2)cc1	-2%	3.0	62	0.0%
CC1CC(C)CN(C(=O)c2cc(-c3ccncc3)nc3ccccc23)C1 (configuration not stated)	-6%	0.7	60	0.2%[50 µM]
O=C(Nc1cc(S(=O)(=O)N2CCCC2)ccc1Cl)c1cc(F)c(F)c(F)c1F	0%	40	79	-1.4%
N#Cc1cccc(NC(=O)CCc2ccc(S(=O)(=O)N3CCOCC3)cc2)c1	-3%	-1.4	48	-1.2%
O=c1[nH]c(=S)ccn1C1OC(CO)C(O)C1O (configuration not stated)	-3%	1.3	91	-0.9%
COc1ccc(OC)c(N(CC(=O)Nc2cccc3ccccc23)S(C)(=O)=O)c1	-9%	0.6	56	-1.1%
Cc1ccc(S(=O)(=O)N2CCN(Cc3cc4c(cc3Br)OCCO4)CC2)cc1	-12%	4.6	54	0.1%[50 µM]
O=C(CSc1n[nH]c(-c2ccc(Br)cc2)n1)NC1CCCC1	-1%	-1.7	54	-0.2%[50 µM]
CCCCn1c(N)c(N(CCOC)C(=O)CSCc2ccccc2C)c(=O)[nH]c1=O	-1%	1.2	52	0.7%[50 µM]
COc1cccc(NC(=O)CN(C)CC(=O)NCC(=O)Nc2ccc(F)cc2)c1	-6%	-0.9	47	0.9%[50 µM]
O=C(N[C@H]1C/C=C\C(c2cccc(F)c2)N(Cc2ccccc2)C(=O)C1)OCC1c2ccccc2-c2ccccc21 (some centres not stated)	-5%	0.3	60	0.2%	Dengue-2 NS5 capping pilot replicate=-0.9
CC(C)(C)OC(=O)NCCCCCNC(=O)c1nc[nH]c1C(=O)NCc1ccccc1	-9%	-0.7	54	-0.4%
CN(CC(=O)Nc1cccc(F)c1)C(=O)CC1CCCCC1	-1%	0.0	54	0.8%[50 µM]
Cc1cc(C(=O)OC(C)C(=O)NC2CCCCC2C)c(C)o1 (configuration not stated)	1%	0.2	62	1.0%[50 µM]
CC(OC(=O)c1ccc2ncsc2c1)C(=O)NC1CCCCC1C (configuration not stated)	-4%	0.2	58	0.6%[50 µM]
COc1ccccc1NS(=O)(=O)c1cccc(C(=O)N2CCN(C(=O)c3ccco3)CC2)c1	-4%	0.0	52	0.9%[50 µM]
O=C(Nc1cc(S(=O)(=O)N2CCOCC2)ccc1N1CCCC1)c1cc(F)c(F)cc1Cl	1%	1.7	70	0.1%[50 µM]
O=C1CC(NS(=O)(=O)c2cccs2)CN1c1cccc(F)c1 (configuration not stated)	-7%	1.2	64	1.0%[50 µM]
Cc1cc(/C=C2\SC(=S)N(C)C2=O)c(C)n1-c1ccccc1O	-85%	-0.8	72	0.1%
Cc1ccc(NC(=O)c2ccc(OCc3c(C)noc3C)cc2)c(C)c1	2%	-0.3	41	1.5%[50 µM]
O=C(CSc1nnc(N2CCCC2)n1-c1ccccc1Cl)N1CCN(c2ccccn2)CC1	-7%	-0.6	68	0.4%[50 µM]
O=C(CN1C(=O)NC(CCc2ccccc2)C1=O)Nc1ccc(F)c(F)c1F (configuration not stated)	-5%	-1.2	63	0.9%[50 µM]
CCOC(=O)[C@H]1[C@H]2COc3ccc(Br)cc3[C@@H]2N2C(=O)N(c3ccc(F)cc3)C(=O)[C@@]12C	0%	-0.3	54	1.9%
COc1ccccc1N1CCN(C(=O)CSc2nnc(C)n2C2CC2)CC1	-3%	1.3	68	1.4%[50 µM]
O=C(CN1C(=O)c2ccccc2S1(=O)=O)Nc1ccon1	-7%	0.4	63	-1.7%
CCCCn1c(N)c(N(CC(C)C)C(=O)CSCc2cccc(C)c2)c(=O)[nH]c1=O	1%	3.3	53	-0.2%[50 µM]
O=C(CCNC(=O)c1ccc(Cl)cc1)Nc1cccc(S(=O)(=O)N2CCCCC2)c1	-1%	-1.6	51	-0.3%[50 µM]
OCC1=C[C@@H](O)C2C=CO[C@@H](O[C@@H]3O[C@H](CO)[C@@H](O)[C@H](O)[C@H]3O)C12 (some centres not stated)	-8%	-3.6	70	0.4%
CCOC(=O)C1=C(C)N(C[C@@H]2CC[C@@H](Cc3ccc(-c4ccccc4)cc3)O2)C(=O)NC1c1ccc(SCc2ccco2)c([N+](=O)[O-])c1 (some centres not stated)	1%	2.2	55	0.1%	Dengue-2 NS5 capping pilot replicate=2.1
Cc1cc(CN2CCN(CC(=O)Nc3cc(Cl)ccc3-n3cncn3)CC2)no1	-10%	0.0	81	0.9%[50 µM]
COc1ccccc1CNC(=O)COC(=O)c1ccncc1	-1%	3.5	51	0.1%[50 µM]
COc1ccc(-c2cc(C(=O)NCCCN3CCCC3=O)c3ccccc3n2)cc1OC	-4%	-1.1	66	0.5%[50 µM]
Cc1cccc(NC(=O)C2CCN(C(=O)c3ccc(F)cc3)CC2)n1	-6%	2.0	60	-1.4%
COc1ccc(S(=O)(=O)Nc2ccccc2OC)cc1N=Nc1c(O)[nH]c(=S)[nH]c1=O	?	10	66	1.0%
NS(=O)(=O)c1cccc(NC(=O)CSc2nnc(-c3ccncc3)n2C2CC2)c1	-4%	-1.8	38	1.2%[50 µM]
COCCN(C(=O)CSc1nnc(-c2ccc(C)c(C)c2)o1)c1c(N)n(CC(C)C)c(=O)[nH]c1=O	0%	-0.3	77	1.1%[50 µM]
CCOc1cc(NCc2ccccc2)c2ncn(C(C)C)c2c1	-1%	14	59	0.1%
C[C@H](CO)N1C[C@H](C)[C@@H](CN(C)C(=O)Nc2ccc(C(F)(F)F)cc2)Oc2ccc(NC(=O)NC3CCCCC3)cc2C1=O	-5%	3.1	69	0.3%	Dengue-2 NS5 capping pilot replicate=-1.5
COc1cccc(C(=O)OCC(=O)c2c(N)n(C)c(=O)n(C)c2=O)c1	-1%	2.3	68	-0.1%
c1ccc(Cc2nnc3sc(-c4ccc5c(c4)OCO5)nn23)cc1	0%	1.0	77	1.5%
COC(=O)[C@@H]1[C@@H](C)N(Cc2ccccc2)C(=O)N[C@H]1c1ccccc1	-4%	-5.3	94	-0.8%
CCSc1cc(N2CCCC2)nc(-c2ccc(Cl)cc2)n1	3%	1.5	41	-0.7%
Nc1nc(-c2ccccc2)nc(-c2ccccc2O)n1	-12%	11	97	0.2%
Cc1nnc2ccc(-c3ccc(NS(=O)(=O)c4ccc(Cl)s4)cc3)nn12	3%	-1.6	43	-0.1%[50 µM]
CC(C)=CCC[C@](C)(OC1OC(COC2OCC(O)C(O)C2O)C(O)C(O)C1O)C1CC[C@]2(C)C1C(O)CC1[C@@]3(C)CCC(O[C@@H]4O[C@H](CO)C(O)C(O)C4O[C@@H]4OC(CO)C(O)C(O)C4O)C(C)(C)C3CC[C@]12C (some centres not stated)	-2%	-1.5	60	0.7%
COc1ccccc1[N+](=O)[O-]	-1%	-0.2	56	0.4%
COc1ccc(CCN(C)C(=O)c2ccc3c(=O)n4c(nc3c2)CCCCC4)cc1OC	-4%	-0.5	53	0.6%[50 µM]
O=C(CN1CCCC1c1cccs1)N1CCN(S(=O)(=O)c2cccc(F)c2)CC1 (configuration not stated)	-6%	-1.1	45	1.0%[50 µM]
COc1cc(C(=O)OCC(=O)Nc2nnc(-c3ccccc3)o2)cc(OC)c1OC	1%	0.2	56	1.9%[50 µM]
CCOC(=O)[C@H]1[C@H]2COc3ccc(Br)cc3[C@@H]2N2C(=O)CN(Cc3ccc(OC)cc3)C(=O)[C@@]12C	-8%	15	48	0.6%
CC1(C)NC(=O)N(CC(=O)OCC(=O)c2ccc(Br)s2)C1=O	-7%	3.6	52	2.3%
COc1cc(/C=C2\SC(=S)N(CC(=O)O)C2=O)ccc1OS(=O)(=O)c1ccc(C)cc1	23%	1.1	52	-2.4%[50 µM]
O=C(NC1CCCCC1)c1cc(S(=O)(=O)N2CCN(c3ccccc3)CC2)ccc1Cl	7%	3.4	45	0.1%
COC(=O)C1=C(C)N(Cc2ccccc2)C(=NCCc2ccccn2)N[C@H]1c1cccc(C(F)(F)F)c1	-3%	15	68	3.6%
Cc1ccccc1C(=O)N1CCC(C(=O)OCC(=O)Nc2cccc([N+](=O)[O-])c2C)CC1	6%	-2.5	49	0.3%[50 µM]
COc1ccc(C(=O)NCCS(=O)(=O)NCc2ccco2)cc1	-8%	-1.3	68	0.2%[50 µM]

Sorted by molecular weight (rising): some entries from above.
SMILES	Dengue-2 NS5 capping	NTR1 ag	NTR1 ag cell count 20 µM	K1F lysis inhibition	others
N#CCCN(C(=S)NC(=O)C1CCCCC1)c1ccccc1F	-1%	0.3	90	-1.6%
COC(=O)[C@@H]1[C@@H](C)N(Cc2ccccc2)C(=O)N[C@H]1c1ccccc1	-4%	-5.3	94	-0.8%
CCCCn1c(N)c(N(CC(C)C)C(=O)CSCc2cccc(C)c2)c(=O)[nH]c1=O	1%	3.3	53	-0.2%[50 µM]
COc1ccc(-c2cc(C(=O)NCCCN3CCCC3=O)c3ccccc3n2)cc1OC	-4%	-1.1	66	0.5%[50 µM]

Screening data from PubChem.
